Screening results: PubChem, National Center for Advancing Translational Sciences (NCATS)
LmPK inh: LmPK (Leishmania mexicana) enzyme inhibition; Q27686; purified LmPK, Kinase-Glo ATP luminescence, 1 h; Potency, µM (top dose mostly 57.5 µM), inactives show at the highest dose activity change, negative = inhibition, actives largely listed as inhibitors; hit rate 0.37% among 290,000; also: potency is read from the fitted curve at half-maximal effect; % is scaled to controls: 0 for no effect and ±100 for the full control effect
Target sequence (Q27686 whole entry, looked up): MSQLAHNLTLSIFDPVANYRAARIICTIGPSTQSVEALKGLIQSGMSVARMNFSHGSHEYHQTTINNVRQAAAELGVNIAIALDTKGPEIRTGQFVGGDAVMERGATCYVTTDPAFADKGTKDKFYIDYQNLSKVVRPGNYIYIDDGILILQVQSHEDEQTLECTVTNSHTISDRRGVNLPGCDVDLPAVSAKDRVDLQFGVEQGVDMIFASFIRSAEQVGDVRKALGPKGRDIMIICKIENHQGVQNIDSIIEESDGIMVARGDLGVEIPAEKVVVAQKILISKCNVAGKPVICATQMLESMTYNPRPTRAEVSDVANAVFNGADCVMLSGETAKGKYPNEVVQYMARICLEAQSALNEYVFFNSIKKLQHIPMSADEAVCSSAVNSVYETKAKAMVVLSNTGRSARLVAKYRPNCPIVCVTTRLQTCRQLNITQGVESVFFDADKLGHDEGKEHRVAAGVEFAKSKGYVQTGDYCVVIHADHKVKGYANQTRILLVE
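Screened at intermediate enzyme activity to detect both inhibitors and activators: LmPK at 0.1 nM, with a 0.5 nM enzyme column as activation reference. PEP 0.5 mM, ADP 0.1 mM; ATP detected by luminescence after 1 h.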
Tb PYK inh: T. brucei pyruvate kinase inhibition | TbPYK enzyme, Kinase-Glo Plus ATP luminescence, 45 min | Potency, µM (titrated, usually from 76.8 µM), inactives show top-dose activity, negative = inhibition, usual class: inhibitors | hit rate 0.12% among 410,000 | AID 624173; also: potency is read from the fitted curve at half-maximal effect; % is scaled to controls: 0 for no effect and ±100 for the full control effect; nearly all actives have a fitted effect of over 50% in size
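Quantitative HTS: titrated library compounds versus trypanosomal pyruvate kinase in TEA buffer (pH 7.2) containing KCl, MgCl2, BSA and Tween-20. Reactions were initiated with ADP, 130 uM final. Kinase-Glo Plus luminescence was read after 45 min at RT.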
Pf growth 48h: P. falciparum growth inhibition at 48 hours (one generation) | P. falciparum luciferase growth in erythrocytes, 48 h | Potency, µM (series often up to 28.7 µM), for inactives: top-dose activity change, negative = inhibition, actives largely listed as inhibitors | hit rate 5.9% among 310,000 | AID 504832; also: potency is read from the fitted curve at half-maximal effect; % is scaled to controls: 0 for no effect and ±100 for the full control effect
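Luciferase-expressing P. falciparum in infected erythrocytes (2% hematocrit, 0.1% parasitemia final) in RPMI 1640/0.5% Albumax were exposed to compound for 48 hours at 37 C, 5% CO2; growth read as luminescence.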
Pf growth 96h: P. falciparum growth inhibition at 96 hour, primary screen for plastid delayed-death inhibitors; P. falciparum luciferase reporter growth, 96 h; Potency, µM (series often up to 28.7 µM), for the others: at the top dose activity change, negative = inhibition, hits mostly inhibitors; hit rate 6.9% among 320,000; AID 504834; also: potency is read from the fitted curve at half-maximal effect; % is scaled to controls: 0 for no effect and ±100 for the full control effect
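Compounds incubated with erythrocytes infected by luciferase-expressing P. falciparum (2% hematocrit, 0.05% parasitemia final) for 96 hours, 37 C in 5% CO2. Growth inhibition scored as decreased luciferase luminescence.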
AmpC no deterg: inhibitors of E. coli AmpC beta-lactamase without detergent; AmpC nitrocefin hydrolysis, absorbance 480 nm, 0.0001% Triton; Potency, µM (titrated, usually from 57.1 µM), inactives show at the top dose activity change, negative = inhibition, actives largely listed as inhibitors; hit rate 0.52% among 330,000;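 also: potency is read from the fitted curve at half-maximal effect; plate controls were no compound for no effect and no enzyme for full effect; nearly all actives have a fitted effect of over 20% in size; some results filed as inactive show a strong effect at the top dose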
Target sequence (P00811 whole entry, looked up): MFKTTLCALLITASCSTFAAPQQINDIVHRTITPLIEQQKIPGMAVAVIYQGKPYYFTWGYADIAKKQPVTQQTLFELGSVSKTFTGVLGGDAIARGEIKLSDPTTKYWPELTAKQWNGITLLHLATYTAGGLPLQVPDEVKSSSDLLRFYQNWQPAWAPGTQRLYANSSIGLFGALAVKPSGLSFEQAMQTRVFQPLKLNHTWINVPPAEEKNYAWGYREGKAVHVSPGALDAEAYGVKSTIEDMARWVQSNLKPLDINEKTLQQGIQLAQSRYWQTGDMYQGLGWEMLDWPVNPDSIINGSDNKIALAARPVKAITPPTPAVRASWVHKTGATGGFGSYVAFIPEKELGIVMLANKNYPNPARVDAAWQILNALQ
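20 mM phosphate pH 7.0 + 0.01% (detergent screen) or 0.0001% Triton X-100; 5.3 nM AmpC reagent; cpd preinc 15 min RT; nitrocefin (800 uM stock) to start; A480 q20 s × 4 min; Activity was normalised to no-enzyme and no-compound control wells.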
Cycloheximide cs: affects cycloheximide protein synthesis inhibition readout, counter-screen; max response, %; AID 2314; hit rate 12% among 300,000; cell reporter, cycloheximide protein synthesis inhibition counterscreen; in the data active = max response mostly above about 13%, no sharp cut-off; inactive = mostly below about 14%; also: read at 38.3 µM for the half of the compounds with a filed dose; 0% is about no effect
Shiga toxin inh: blocks Shiga toxin action in Vero cells; Vero cells, Shiga toxin protein synthesis inhibition reporter; inhibition, % at 38.7 µM; hit rate 9.2% among 290,000; AID 2315; in the data active = inhibition mostly above about 28%, no sharp cut-off; inactive = mostly below about 43%; also: 0% is about no effect
* hit, by the source's call; u = inconclusive; x = no result given; [ ] = dose if it differs, or a comment. Unless noted, calls follow the shape of the dose curve; as a rule, active = well fitted curve in the direction sought with a large enough effect; inconclusive = small, poorly fitted or top-dose-only effect, or another doubt; inactive = no such curve, though single readings can be large; an effect the other way counts as inactive or inconclusive.

SMILES	LmPK inh	Tb PYK inh	Pf growth 48h	Pf growth 96h	AmpC no deterg	Cycloheximide cs	Shiga toxin inh
Cc1cnc(C(=O)Nc2ccc(OC(F)(F)F)cc2)cn1	-1%	1%	107%[activator]	u	0%	27*	48*
NS(=O)(=O)c1ccc(CNC(=O)c2ccc3c(=O)n4c(nc3c2)CCC4)cc1	x	-10%	24%	18%	-9%	x	x
CCc1nc(SCc2ccc(F)cc2)n[nH]1	4%	0%	36%[activator]	-3%	7%	31*	88*
CCc1nnc(NC(=O)CCC(=O)NC2CCCCCC2)s1	1%	-12%	20%	16%	-20%	-3	-9
CCC(C)NS(=O)(=O)c1ccc(OCC(=O)NCC2CCCO2)cc1 (stereo not drawn)	-8%	-3%	36%[activator]	-4%	-13%	1	-8
COc1ccccc1NCCC(=O)O	5%	-4%	0%	29%	-18%	-1	5
O=C(/C=C/Nc1cccc(C(F)(F)F)c1)C(F)(F)F	4%	-3%	39%[activator]	47%[activator]	-13%	7	33
Cc1cc(NS(=O)(=O)c2c(C)[nH]c(=O)[nH]c2=O)ccc1Br	-24%	6%	17%	u	-18%	8	19
CC(C)CSc1n[nH]c(=S)s1	4%	u	-14%	94%[activator]	-25%	7	17
COc1ccc(NC(=O)COC(=O)c2ccc(OCc3c(C)noc3C)cc2)cc1OC	-1%	7%	-8%	-8%	1%	-1	-4
O=C(NC1CCCCC1)N(CCN1CCCC1)Cc1cc2cc3c(cc2[nH]c1=O)OCCO3	2%	3%	u	76%[activator]	59%	-3	9
C=C(C)CNC(=S)N1CCNC(=O)C1CC(=O)OC (stereo not drawn)	-3%	-4%	1%	15%	-26%	0	12
Cc1cccc(N2CCN(C(=O)NC(C)c3ccc(F)c(F)c3)CC2)c1C (stereo not drawn)	2%	-4%	12µM*	12µM*	-20%	-3	3
COc1cc(/C=C/C(=O)Nc2cccnc2)cc(OC)c1OC	-1%	-1%	-16%	9.3µM*	16%	-1	13
COc1ccc(NC(=O)c2ccc3c(c2)OCO3)cc1[N+](=O)[O-]	-2%	-16%	77%[activator]	15%	-5%	31*	60*
O=C(CCc1nc(-c2ccccc2Cl)no1)NCC1CCCO1 (stereo not drawn)	-6%	1%	-9%	u	28%	-1	-2
O=C(CN1CCN(C(=O)CNC(=O)c2ccc3c(c2)OCO3)CC1)Nc1cccc(F)c1	x	2%	20%	6%	-2%	x	x
O=C(CCN1CCCCC1)Nc1ccc(Br)cc1	-4%	0%	12%	-4%	-6%	0	22
Cc1nnc(C)c2c(C)n(Cc3ccc4c(c3)OCO4)c(C)c12	-1%	-6%	u	u	21%	-1	0
CC(C)=CC(=O)N1CCCc2ccccc21	-10%	-4%	-1%	188%[activator]	12%	4	7
Cc1nn(-c2ccccc2)cc1/C=N/O	5%	0%	x	52%[activator]	-12%	-2	28
Cc1ccc(C)c(NC(=O)C(OC(=O)c2ccc(C)s2)c2ccccc2)c1 (stereo not drawn)	0%	5%	u	2.9µM*	-23%	7	-6
O=C(Nc1ccccc1N1CCCC1)c1cccc(-c2cc3ccccc3oc2=O)c1	4%	1%	u	u	-39%	18*	29
Cc1nc2nc(SCC(=O)Nc3cccc(F)c3)[nH]c2cc1Br	-2%	3%	39%[activator]	17%	-34%	1	7
CCc1ccc(/C=N/NC(=O)Cc2cccn2C)cc1	3%	-2%	22%	0%	-16%	29*	51*
CC(=O)N1CCN(c2ccc(NCc3ccc(C)s3)cc2)CC1	0%	-27%	x	u	121%[activator]	9	-6
COc1ccc2c(c1)CC[C@@H]1[C@@H]2CC[C@]2(C)[C@@H](C(=O)O)C[C@@H]12	x	-13%	5%	-12%	-22%	x	x
O=C(OCCO)c1cc(Cl)c(C(=O)OCCO)cc1Cl	-5%	-4%	14%	25%	-13%	-2	-7
COc1ccc(CNC(=O)C(OC(C)=O)c2ccccn2)cc1 (stereo not drawn)	-2%	4%	29%	15µM*	-33%	8	-12
COc1ccc(-n2nnc3c(=O)n(C/C=C/c4ccccc4)cnc32)cc1	3%	-1%	-21%	-1%	-30%	-1	-1
CC(C)Nc1nnc(SC(C)C(=O)Nc2ccc(N3CCOCC3)cc2)s1 (stereo not drawn)	x	-1%	-5%	2%	-19%	x	x
CC(C)N(Cc1ccccc1)C(=S)NC(=O)C1(C)CC1(Cl)Cl (stereo not drawn)	-2%	0%	u	16%	-14%	6	2
CN1CCN(S(=O)(=O)c2ccc(NC(=O)C3CCCO3)cc2)CC1 (stereo not drawn)	0%	0%	15%	x	-15%	-3	-11
CCOCCCNc1nc2c(C)cccn2c(=O)c1/C=C1\SC(=S)N(CC(C)C)C1=O	1%	1%	u	-2%	-9%	11	46
COc1ccc(/C=N/NC(=O)c2cccc(NC(C)=O)c2)c(C(=O)O)c1OC	7%	-4%	u	u	-11%	-1	-11
CCCCN(C(=O)c1ccc(OC)c([N+](=O)[O-])c1)c1c(N)n(CCC)c(=O)[nH]c1=O	0%	6%	-1%	9%	-3%	-8	-11
COc1ccc(NC(=O)CCCc2ccccc2)cc1OC	-4%	-5%	96%[activator]	141%[activator]	-7%	54*	89*
Cc1onc(C(=O)NN)c1C(=O)Nc1ncc(C(F)(F)F)cc1Cl	15%	4%	12%	4%	0%	-6	42
Cc1cccc(NC(=O)CNC(=O)C(NC(=O)Cc2ccccc2)C(C)C)c1C (stereo not drawn)	x	1%	26%	28%	-17%	x	x
Cc1ccc(C)c(NC(=O)C(c2ccccc2)N2CCN(CC(=O)NC3CC3)CC2)c1 (stereo not drawn)	x	1%	u	15µM*	-13%	x	x
Cc1nc(NCc2ccco2)c2c(C)c(C)sc2n1	-1%	35%[activator]	-8%	x	-5%	-4	-27
COc1ccccc1CNC(=O)CNC(=O)c1sc2ccccc2c1Cl	6%	2%	18%	-40%	-30%	9	6
O=C(NCc1ccco1)c1ccccc1NC(=O)C1CC(=O)N(c2ccc(Cl)cc2)C1 (stereo not drawn)	3%	4%	-17%	7.4µM*	-16%	1	-4
C=CCn1c(SCC(=O)Nc2ccc(N3CCOCC3)cc2)nc2ccccc2c1=O	0%	1%	u	15%	-9%	-2	8
CCC1CCC2(CC1)NC(=O)N(CC(=O)Nc1ccc(OC)cc1)C2=O (stereo not drawn)	x	-5%	37%[activator]	29%	-15%	x	x
CCN(C(=O)CN1CCN(c2ccccc2F)CC1)c1c(N)n(Cc2ccccc2)c(=O)[nH]c1=O	1%	1%	8%	11%	22%	9	-3
O=C(Oc1ccc(Cl)c2cccnc12)N1CCCCC1	3%	-16%	47%[activator]	142%[activator]	4%	12	35
COc1ccc(CCNC(=O)C2=CC=CN3CCS(=O)(=O)N=C23)cc1	x	1%	-1%	5%	3%	x	x
Clc1ccc(-c2nnnn2-c2ccc(Cl)c(Cl)c2)cc1Cl	0%	-4%	x	u	-44%	6	-23
Cc1ccc(N(CCC#N)C(=O)COC(=O)C2CCN(c3ccc(C(F)(F)F)cn3)CC2)cc1	x	4%	u	-5%	186%[activator]	x	x

The list goes on (two carried over from the part before).
SMILES	LmPK inh	Tb PYK inh	Pf growth 48h	Pf growth 96h	AmpC no deterg	Cycloheximide cs	Shiga toxin inh
Clc1ccc(-c2nnnn2-c2ccc(Cl)c(Cl)c2)cc1Cl	0%	-4%	x	u	-44%	6	-23
Cc1ccc(N(CCC#N)C(=O)COC(=O)C2CCN(c3ccc(C(F)(F)F)cn3)CC2)cc1	x	4%	u	-5%	186%[activator]	x	x
CC(C)C(c1nnnn1Cc1ccc(F)cc1)N1CCN(Cc2ccc3c(c2)OCO3)CC1 (stereo not drawn)	1%	-2%	u	u	44%	-7	-14
O=C(/C=C/c1cccs1)NCc1cccnc1	-2%	0%	7%	53%[activator]	-6%	-2	33
COc1ccc(C(C(=O)NC2CCCC2)N(C(=O)c2ccco2)c2cc3c(cc2C(C)=O)OCO3)cc1 (stereo not drawn)	-6%	-2%	-25%	-10%	57%	-1	-5
CCOc1c(C)cc2[nH]c(CCC(=O)O)nc2c1C	0%	2%	22%	38%[activator]	-15%	13	14
O=c1[nH]c(=O)n(Cc2ccccc2)c(O)c1C=NCCCO	0%	x	12%	19%	-18%	-2	25
C=CCn1nnc2sc3c(c2c1=O)CCC(C)C3 (stereo not drawn)	4%	-5%	x	-21%	-9%	29*	49*
O=C(COc1ccc(S(=O)(=O)N2CCc3ccccc32)cc1Cl)NCc1ccccn1	2%	-21%	u	x	107%[activator]	-3	-11
CN(Cc1c(F)cccc1Cl)C(=O)c1ccc(COc2ccccc2)cc1	-10%	3%	-19%	u	114%[activator]	-1	13
O=C(COC(=O)c1ccc[nH]c1=O)NC1CCCCC1	3%	7%	8%	8%	-11%	5	21
O=C(NCCN1C(=O)C2C3C=CC(C3)C2C1=O)Nc1ccccc1O (stereo not drawn)	6%	-2%	x	9.3µM*	-6%	7	15
CCOC(=O)C1CCN(c2ccc([N+](=O)[O-])c(C(C)=O)c2)CC1	7%	2%	-24%	50%[activator]	42%	13	24
Cc1ccc(-n2c(C)cc(C(=O)OCC(=O)N(C)C3CCS(=O)(=O)C3)c2C)cc1 (stereo not drawn)	-3%	-7%	1.7µM*	42%[activator]	98%[activator]	10	17
O=Cc1cc(Cl)ccc1OCCN1CCC(Cc2ccccc2)CC1	-1%	2%	1%	0%	43%	-2	-2
COc1cc(-c2noc(CCCC(=O)Nc3ccc(C(N)=O)cc3)n2)cc(OC)c1OC	-1%	-1%	u	u	-15%	7	-5
O=C(CCC(=O)N1CCN(S(=O)(=O)c2ccc(Cl)cc2)CC1)NC1CCCc2ccccc21 (stereo not drawn)	1%	1%	u	19%	187%[activator]	-3	-2
Cc1onc(-c2ccccc2)c1C(N)=O	5%	-3%	12%	x	-5%	3	16
CC(C)(C)NC(=O)c1ccc2c(c1)CCO2	7%	2%	u	3%	-16%	-1	16
Cc1ccc(S(=O)(=O)N2CCOCC(=O)NCCOCCNC(=O)COCC2)cc1	8%	3%	x	x	5%	-5	13
Cc1ccc(OCCNC(=O)C(=O)NCc2ccco2)cc1	2%	3%	19%	19%	-2%	-3	-19
Cc1ccc(NC(=S)N2C3CCCC2CC(NC(=O)C2CC2)C3)cc1C (stereo not drawn)	-6%	8%	u	36%[activator]	17%	4	21
Cc1cc(C)c(C)c(S(=O)(=O)Nc2ccc3cn[nH]c3c2)c1C	x	0%	u	u	-22%	x	x
CCC(=O)N1N=C(c2c(-c3ccccc3)c3cc(Cl)ccc3[nH]c2=O)CC1c1ccco1 (stereo not drawn)	-2%	-1%	10µM*	u	-7%	8	89
Cc1ccc2c(CSc3nnc(C4CC4)n3N)cc(=O)oc2c1C	-3%	-6%	u	u	-21%	3	51
